MEX-5 binding = MEX-5 zinc finger RNA-binding disruptors – biochemical, C. elegans, fluorescence polarization, MLPCN library, primary screen | Zinc finger protein mex-5 (Caenorhabditis elegans), Q9XUB2 | MEX-5/FITC-TCR2 RNA binding; hits give low values | activity score (negative = inhibition of binding), % at 10 µM | 300,000 compounds, 0.38% hits;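 active = inhibition past about -25% in most replicates, and total fluorescence under double the plate's negative control median, limit read from the data; inconclusive = replicates evenly split on the limit, or fluorescence at least double controls; inactive = too little inhibition in most replicates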;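 note: 0% = DMSO and -100% = 5 µM competing unlabeled TCR2 RNA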
GLD-1 TGE inh = GLD-1/TGE RNA complex disruptors, primary screen, biochemical, fluorescence polarization; Female germline-specific tumor suppressor gld-1 (Caenorhabditis elegans), Q17339; inhibition, % at 5.96 µM; purified GLD-1 + fluorescein TGE RNA; AID 2280, 2010; 320,000 compounds, 0.44% hits;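 active = percent inhibition above a per-plate cutoff, the plate mean of test compounds plus 3 SD, cut at about 30% in these data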;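 note: 0% = DMSO wells with GLD-1 and probe and 100% = wells lacking GLD-1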
Target sequence (Q17339 whole entry, looked up): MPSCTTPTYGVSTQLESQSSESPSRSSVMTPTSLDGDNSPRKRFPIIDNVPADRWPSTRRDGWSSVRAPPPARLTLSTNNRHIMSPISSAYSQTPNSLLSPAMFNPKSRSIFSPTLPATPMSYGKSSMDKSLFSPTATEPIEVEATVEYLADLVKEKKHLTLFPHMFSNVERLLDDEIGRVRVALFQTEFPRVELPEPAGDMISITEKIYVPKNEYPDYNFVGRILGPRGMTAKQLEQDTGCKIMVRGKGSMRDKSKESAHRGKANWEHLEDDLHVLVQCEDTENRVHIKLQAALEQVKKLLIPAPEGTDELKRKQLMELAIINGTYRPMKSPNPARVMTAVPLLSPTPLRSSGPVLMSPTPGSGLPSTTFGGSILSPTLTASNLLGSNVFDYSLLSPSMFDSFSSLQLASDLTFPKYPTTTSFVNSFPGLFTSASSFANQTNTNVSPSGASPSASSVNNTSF
Bcl-xL primary = inhibitors of human Bcl-xL, primary screen, biochemical, fluorescence polarization, HTS; GST-Bcl-xL / FITC-Bim BH3 peptide fluorescence polarization; inhibition, % at 10.9 µM; 320,000 compounds, 0.7% hits; AID 2129, 2009;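 active = inhibition above the mean of all tested compounds plus 3 SD, cutoff set per campaign, cut at about 30% in these data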;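 note: 0% = DMSO wells and 100% = unlabeled Bim-BH3 peptide competitor; inhibitors lower millipolarization by displacing the labeled peptide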
Target sequence (Q07817 whole entry, looked up): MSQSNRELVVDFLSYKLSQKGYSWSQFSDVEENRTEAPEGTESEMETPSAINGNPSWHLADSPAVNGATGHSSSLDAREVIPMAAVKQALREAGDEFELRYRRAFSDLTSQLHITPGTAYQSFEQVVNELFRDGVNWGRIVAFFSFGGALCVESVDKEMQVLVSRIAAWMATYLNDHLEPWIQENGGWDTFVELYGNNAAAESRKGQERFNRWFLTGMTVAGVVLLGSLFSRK
Fam108B inh = mouse Fam108B serine hydrolase inhibitors, primary screen, counter-screen for RBBP9 inhibitor project, biochemical, fluorescence polarization | recombinant Fam108B, FP-Rh probe fluorescence polarization | inhibition, % at 9.51 µM | 300,000 compounds, 0.33% hits | AID 1947, 2009;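 active = inhibition above the screen mean inhibition plus 3 SD, computed separately per campaign, cut at about 18% in these data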;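 note: inhibitors lower polarization as less probe binds the enzyme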
TPT1 inh = Candida albicans TPT1 enzyme inhibitors, primary screen, biochemical, fluorescence polarization; tRNA 2'-phosphotransferase TPT1 (Candida albicans SC5314); recombinant caTPT1, FP RNA substrate dephosphorylation; inhibition, % at 5 µM; 300,000 compounds, 0.81% hits;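 active = inhibition above the mean of all tested compounds plus 3 SD, set per screening campaign, cut at about 24% in these data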;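 note: plate controls were DMSO alone for no effect and ferristatin control at 100 nM for full effect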
MCL1-BIM inh = inhibitors of MCL1 binding to BIM-BH3, primary screen, biochemical, fluorescence polarization | Induced myeloid leukemia cell differentiation protein Mcl-1 (Homo sapiens), Q07820 | GST-MCL1 / FITC-Bim-BH3 fluorescence polarization | inhibition, % at 10.9 µM | 320,000 compounds, 0.68% hits | AID 2057, 2009;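 active = inhibition above the mean inhibition of all tested compounds plus 3 SD, set per campaign, cut at about 40% in these data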;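 note: 0% = DMSO wells and 100% = unlabeled Bim-BH3 peptide control; higher means more loss of mP so more displacement of Bim peptide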
PME-1 inh = PME-1 inhibitors via competitive probe labeling, primary screen, biochemical, fluorescence polarization, FP-Rh probe, HTS; Protein phosphatase methylesterase 1 (Homo sapiens), Q9Y570; recombinant PME-1; inhibition, % at 5.9 µM; 320,000 compounds, 0.53% hits; AID 2130, 2009;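 active = inhibition above the campaign mean of all compounds plus 3 SD, cut at about 26% in these data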;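 note: competitive labeling of PME-1 active site by serine hydrolase directed probe; 0% = PME-1 with DMSO and 100% = wells lacking PME-1 enzyme; inhibitors block probe labeling so polarization falls and inhibition rises; many of its hits are not listed in these tables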
PAD4 inh = human PAD4 inhibitors, primary screen, biochemical, fluorescence polarization, 1536-well format; Protein-arginine deiminase type-4 (Homo sapiens), Q9UM07; recombinant PAD4, RCA probe fluorescence polarization; inhibition, % at 6.36 µM; 330,000 compounds, 0.41% hits;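 active = percent inhibition above a cutoff equal to the mean of all tested compounds plus 3 SD, cut at about 15% in these data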;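 note: 0% = PAD4 with RCA probe and DMSO and 100% = probe without PAD4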
GSTO1 inh = inhibitors of recombinant GSTO1, primary screen, counter-screen for RBBP9 inhibitor project, biochemical, fluorescence polarization. Glutathione S-transferase omega-1 (Homo sapiens), P78417. activity-based probe fluorescence polarization. inhibition, % at 5.96 µM. 300,000 compounds, 1.1% hits;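 active = inhibition above the campaign mean inhibition plus 3 SD, cut at about 35% in these data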;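 note: 0% = GSTO1-1 with DMSO and 100% = wells lacking GSTO1-1 enzyme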
Starred values were filed as active, the others as inactive; ? = inconclusive; . = not tested or not shown. A portion of the library; the hit share may differ from the screen's.

SMILES | MEX-5 binding | GLD-1 TGE inh | Bcl-xL primary | Fam108B inh | TPT1 inh | MCL1-BIM inh | PME-1 inh | PAD4 inh | GSTO1 inh
CC1CC(C)CN(C(=O)C2CC(=O)N(c3ccc(F)cc3)C2)C1 (configuration not stated) | -0.9 | 0 | -4 | -1 | 1 | -10 | 3 | -2 | -5
COc1cc(CN2CCCCCC2)cc([N+](=O)[O-])c1O | 3.1 | 2 | 4 | 4 | -3 | 10 | 5 | -5 | -4
Cc1ccc(C2(C)NC(=O)N(CC(=O)Nc3cc(S(=O)(=O)N4CCOCC4)ccc3C)C2=O)cc1 (configuration not stated) | -0.3 | 1 | -1 | 0 | -1 | -12 | 5 | 0 | 4
O=C(NCc1ccco1)c1cc2cc3ccc(Cl)cc3nc2o1 | 1.0 | 0 | -22 | -11 | 0 | -19 | -8 | 5 | -5
Nc1c(C(=O)O)sc2nc(-c3ccccc3)cc(-c3ccccc3)c12 | -0.5 | 2 | 12 | 0 | 22 | -7 | -5 | 2 | -19
CC12CCC(=O)N1C(C(=O)O)Cc1c2[nH]c2ccccc12 (configuration not stated) | 2.6 | 0 | 5 | 6 | 1 | 5 | -4 | -8 | -4
CCN(CC)S(=O)(=O)c1cccc(C(=O)OCC(=O)c2ccc3c(c2)NC(=O)CO3)c1 | -0.2 | 7 | 2 | -1 | 1 | -1 | 6 | -2 | 9
Cc1cc(C(=O)Nc2nc3c(C)cccc3s2)c(C)o1 | -0.5 | 0 | 2 | -5 | -1 | 1 | 4 | -1 | 3
CCN(CC)c1ccc2cc(-c3nnc(-c4ccccc4)o3)c(=O)oc2c1 | ? | -140 | -6 | -1 | 117* | -46 | 0 | -3 | 2
CCN1CCN(S(=O)(=O)c2cc(C(=O)O)ccc2Cl)CC1 | -0.4 | -1 | 3 | 2 | 1 | 1 | -2 | 4 | 4
O=C(O)CSCC(=O)Nc1ccc(Br)c(C(F)(F)F)c1 | -1.4 | -3 | 5 | 2 | -2 | -1 | -4 | 0 | -5
CCOP(=O)(OCC)C(Nc1ccccc1)c1cc(OC)ccc1OC (configuration not stated) | 0.7 | -3 | 1 | 4 | 0 | 5 | 0 | -2 | -5
O=C(Nc1ccc(-c2nc3ncccc3o2)cc1)c1ccc(Br)o1 | -12 | -2 | -27 | -17 | 4 | -93 | -32 | 3 | -12
CC(C)(C)OC(=O)[C@H]1[C@H](c2ccc([N+](=O)[O-])cc2)C2(C(=O)c3ccccc3C2=O)C2c3ccccc3C=NN21 (some centres not stated) | -0.5 | -1 | 5 | 6 | -1 | 8 | 3 | 1 | 6
O=C(N/N=C/c1ccncc1)c1cc2ccccc2o1 | -0.8 | 0 | 0 | -1 | -2 | 12 | -12 | 2 | 0
O=C(NC1CC(=O)N(c2cccc(F)c2)C1)N1CCN(C(=O)c2ccco2)CC1 (configuration not stated) | -0.8 | 1 | -1 | -1 | 0 | 2 | -8 | 1 | -1
CCn1c(O)c(C=NC2CCCC2)sc1=S | -0.8 | 6 | 2 | 3 | -2 | 12 | 4 | 2 | -2
[2H]C(CCOS(N)(=O)=O)c1ccc(C(C)(C)C)cc1 (configuration not stated) | 1.5 | 0 | 2 | 6 | -1 | -1 | 3 | 2 | 20
CC(=O)Nc1cccc(C(=O)OC(C)C(=O)NCc2ccc3c(c2)OCO3)c1 (configuration not stated) | 1.1 | 3 | 0 | -3 | 3 | -5 | 2 | 2 | -6
COc1ccc(Cl)cc1NC(=O)CN(C)C(=O)CCSc1ccc(C)cc1 | . | 3 | 0 | . | . | -3 | 0 | 0 | .

Records listed above that bear a hit mark in TPT1 inh.
compound	MEX-5 binding	GLD-1 TGE inh	Bcl-xL primary	TPT1 inh	MCL1-BIM inh	PME-1 inh	PAD4 inh
CCN(CC)c1ccc2cc(-c3nnc(-c4ccccc4)o3)c(=O)oc2c1	?	-140	-6	117*	-46	0	-3

Results in MCL1-BIM inh and PAD4 inh, for some of the entries so far:
smiles | MCL1-BIM inh | PAD4 inh
CCn1c(O)c(C=NC2CCCC2)sc1=S | 12 | 2
[2H]C(CCOS(N)(=O)=O)c1ccc(C(C)(C)C)cc1 (configuration not stated) | -1 | 2
CC(=O)Nc1cccc(C(=O)OC(C)C(=O)NCc2ccc3c(c2)OCO3)c1 (configuration not stated) | -5 | 2

Next compounds
SMILES | MEX-5 binding | GLD-1 TGE inh | Bcl-xL primary | Fam108B inh | TPT1 inh | MCL1-BIM inh | PME-1 inh | PAD4 inh | GSTO1 inh
O=C1CCC([N+](=O)[O-])C(c2ccc(Cl)cc2Cl)N1 (configuration not stated) | 0.4 | -2 | 6 | -3 | 0 | -2 | -1 | 1 | 6
CCOc1ccc(C(=O)COC(=O)c2cc([N+](=O)[O-])ccc2N2CCOCC2)cc1 | 0.2 | 4 | 6 | 2 | -2 | 0 | -4 | 4 | 12
Fc1ccc(Cl)cc1/C=N/n1cnnc1SCc1ccccc1 | -2.1 | 5 | 0 | -3 | 3 | 1 | 8 | -1 | 22
N#Cc1c(-c2ccc([N+](=O)[O-])cc2)nc2n(c1=O)CCS2 | 0.9 | 0 | 4 | 1 | -1 | 3 | -4 | 0 | 3
CC(C)(C)NC(=O)NC(=O)COC(=O)c1cccc(S(=O)(=O)N2CCCCC2)c1 | 2.1 | 2 | 5 | 5 | -5 | 5 | 7 | 2 | 3
COc1ccc(CN(CC(=O)NCc2ccc3c(c2)OCO3)C(=O)c2csnn2)cc1 | 3.6 | 1 | -8 | -3 | 2 | 1 | 0 | -1 | 3
CCn1c(SCC(=O)Nc2ccc3c(c2)OCO3)nnc1-c1cnccn1 | -0.4 | 8 | 3 | 2 | 1 | 7 | 0 | -3 | 0
C#CC1(O)CC(C)N(C)C(C)C1 (configuration not stated) | 1.6 | 6 | 8 | -1 | -4 | 6 | -2 | 0 | 6

No new results follow: entries from further up.
SMILES | MEX-5 binding | GLD-1 TGE inh | Bcl-xL primary | Fam108B inh | TPT1 inh | MCL1-BIM inh | PME-1 inh | PAD4 inh | GSTO1 inh
CC1CC(C)CN(C(=O)C2CC(=O)N(c3ccc(F)cc3)C2)C1 (configuration not stated) | -0.9 | 0 | -4 | -1 | 1 | -10 | 3 | -2 | -5
COc1cc(CN2CCCCCC2)cc([N+](=O)[O-])c1O | 3.1 | 2 | 4 | 4 | -3 | 10 | 5 | -5 | -4

Bioassay records from PubChem BioAssay.
